rCAG RNA binder – r(CAG) repeat RNA binding | inhibition, % at 3 µM | actives 1.3% (n = 370,000) | TO-PRO-1 dye displacement fluorescence;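 active = inhibition above the plate cutoff, the mean of all test compounds on that plate plus 3 SD, cut at about 35% in these data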;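 note: 0% = DMSO alone and 100% = 100 µM mitoxantrone as full dye displacement; higher means more dye released from RNA so lower well fluorescence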
ABHD4 inh – inhibitors of mouse ABHD4; purified mABHD4, FP-Rh probe fluorescence polarization; inhibition, % at 8.92 µM; AID 720543; actives 0.54% (n = 370,000);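 active = inhibition exceeding the mean over every tested compound plus 3 SD, cut at about 30% in these data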;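 note: 0% = plate median of compound wells and 100% = S159A mutant with DMSO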
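System: mouse ABHD4 enzyme, wild type / Medium: HEPES pH 7.0, NaCl, Pluronic buffer / Reagent: FP-Rh activity-based fluorescent probe / Control set: S159A mutant high control, sample median low control / Detection: fluorescence polarization with parallel and perpendicular emission, 525/598 nm / Schedule: 45 min + 60 min at 25 °C / Compound dosing: 8.92 µM, single dose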
SIAE primary – inhibitors of human sialic acid acetylesterase SIAE; Q9HAT2; SIAE FP-Rh probe binding, fluorescence polarization; inhibition, % at 9.66 µM; actives 0.69% (n = 370,000); AID 1053197;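 active = inhibition above a cutoff: mean of compounds within the control limits plus 3 SD of those, cut at about 17% in these data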;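 note: 0% = plate median of compound wells and 100% = probe without SIAE protein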
MBD2 DNA inh – inhibitors of human MBD2 binding to methylated oligonucleotide | AID 686964 | TR-FRET | Q9UBB5 | inhibition, % at 4.4 µM | actives 0.31% (n = 370,000); in the data active = inhibition above about 13%
HTRA1 inh – blocks human HTRA1 serine peptidase. inhibition, % at 5.96 µM. recombinant HTRA1, FP-rhodamine activity-based probe, fluorescence polarization. actives 0.5% (n = 340,000); in the data active = inhibition above about 36%;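 note: 0% = enzyme with DMSO and 100% = wells lacking enzyme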
PRMT1 inh – blocks human protein arginine methyltransferase 1; Q99873; recombinant PRMT1, activity-based probe fluorescence polarization; inhibition, % at 2.79 µM; actives 1.3% (n = 370,000);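 active = inhibition above about 21% made by adding two undisclosed values, limit read from the data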
UHRF1 MBD2 ctr – UHRF1 methyl-DNA binding inhibition; Q96T88; UHRF1 binding to methylated oligo, TR-FRET; inhibition, % at 4.4 µM; actives 0.75% (n = 370,000); in the data active = inhibition above about 21%;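 note: UHRF1 SRA domain binding a hemimethylated CpG hairpin DNA probe; 0% = median of test compound wells and 100% = reference inhibitor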
NPR1 activator – GC-A (human) enzyme activation. P16066. HEK293 GC-A cells, cGMP TR-FRET, EC30 ANP; 0% at EC30 ANP, 100% saturating ANP. activation, % at 10 µM. actives 0.14% (n = 370,000). AID 1671463; in the data active = activation above about 40%
TCR-CD3 inh – inhibitors of human TCR-CD3 interaction; TAMRA-labeled TCR probe fluorescence, biochemical; inhibition, % at 9.4 µM; actives 0.37% (n = 360,000); in the data active = inhibition above about 19%;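 note: recombinant mutant TCR 2C K166C tagged with TAMRA read by polarization; 0% = receptor in buffer alone and 100% = receptor with positive control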
GC-B act – GC-B (human) receptor activation. P20594. HEK293-GC-B cells, CNP EC30, cGMP TR-FRET; 0% at EC30 CNP, 100% saturating CNP. activation, % at 10 µM. actives 0.11% (n = 370,000);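 active = activation at 10 µM reaching about 35% in either raw or pattern-adjusted values, limit read from the data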
* = called active by the depositor; . = not tested or not shown. The list is partial; the hit share may differ from the screen's.

SMILES | rCAG RNA binder | ABHD4 inh | SIAE primary | MBD2 DNA inh | HTRA1 inh | PRMT1 inh | UHRF1 MBD2 ctr | NPR1 activator | TCR-CD3 inh | GC-B act
COC(=O)c1nn(-c2cccc(Cl)c2)ccc1=O | -3 | 0 | -6 | -4 | 2 | 6 | 0 | -5 | -6 | -2
O=C(Nc1ccccc1N1CCOCC1)C1CCN(S(=O)(=O)c2ccccc2F)CC1 | -3 | -10 | 1 | -2 | 3 | 0 | -4 | -1 | 2 | 2
Cc1ccccc1C(=O)NNC(=O)C(C)N1C(=O)c2ccccc2C1=O (stereo not given) | 1 | 1 | -4 | 2 | 6 | 5 | -1 | -3 | 2 | 3
O=C(Nc1cccc(Cl)c1)NC1(C(=O)NCc2cccs2)CCCCC1 | 3 | -1 | -12 | 2 | -7 | 1 | 1 | 0 | -4 | 1
CCOc1cc(C(=S)N2CCN(C)CC2)ccc1OCC(=O)N1CCCC1 | -3 | 2 | 5 | -2 | -2 | 1 | 1 | -1 | 4 | 5
O=C(CCCCCNc1nc(=S)[nH]c2ccccc12)NCCc1ccccc1 | -3 | 3 | 0 | 4 | -4 | 2 | 1 | -2 | 2 | -4
COc1cc(NC(=O)C2CCN(S(=O)(=O)c3ccc4[nH]c(=O)oc4c3)CC2)cc(OC)c1 | 36* | 2 | 10 | -6 | -8 | 1 | -4 | 3 | 0 | 2
Cc1ccc(CN2C(=O)C(C)Nc3ncnc(N4CCOCC4)c32)cc1 (stereo not given) | 5 | 1 | 0 | -1 | -6 | 0 | 2 | 1 | 9 | -2
CCOC(=O)c1cn(CC)c2cc(N3CCSCC3)c(F)cc2c1=O | -1 | 4 | -3 | 2 | -3 | -1 | 10 | 1 | 2 | -2
Cc1ccc(S(=O)(=O)Nc2c(C)n(C)n(-c3ccccc3)c2=O)cc1C(=O)OCC(=O)N1CCCC(C)C1 (stereo not given) | -4 | -3 | 2 | 0 | 9 | 1 | 2 | 3 | 1 | -2
Cc1noc(C)c1C(=O)OCC(=O)Nc1ncc(C(F)(F)F)cc1Cl | -2 | -5 | 8 | -2 | 4 | -3 | 0 | 0 | -4 | 0
Cc1ccc(OCC(=O)N/N=C2\CC(=O)CC(C)(C)C2)c(Br)c1 | -1 | 3 | 2 | 2 | 0 | 3 | -2 | -2 | 0 | -1
CCOC(=O)c1c(-c2ccccc2)csc1NC(=S)N(CC)CC | -4 | -6 | -7 | 8 | -3 | 2 | 0 | -1 | -2 | 4
O=C(COC(=O)c1ccccc1NS(=O)(=O)c1cccs1)NC1CCCCC1 | 7 | 2 | -1 | -2 | 0 | 1 | -3 | -2 | -8 | -2
CN(C(=O)C1CCN(S(=O)(=O)c2cccc3nonc23)CC1)C1CCCCC1 | -3 | -2 | -7 | 2 | -4 | 0 | -3 | -3 | 3 | 6
O=C(COc1ccc(F)cc1Br)NCC1(N2CCOCC2)CCCCC1 | -2 | 4 | -7 | 7 | -5 | -2 | 12 | 1 | 3 | 6
CN(CC(=O)Nc1ccc(Cl)cc1)C(=O)CNC(=O)c1ccc2ccccc2c1 | 10 | -15 | -5 | 6 | -18 | 7 | 2 | 3 | -5 | -8
CC(C)CC(=O)NC(=S)N1CCN(c2ccc([N+](=O)[O-])cc2Cl)CC1 | -3 | 5 | 11 | 0 | 1 | -2 | -4 | 0 | 5 | -4
CCN1CCN(c2ccc(NC(=O)c3ccc4c(c3)[nH]c(=O)n4Cc3ccc(OC)cc3)cc2)CC1 | -3 | 20 | 3 | -3 | 8 | -2 | 2 | 5 | 1 | 2
N#Cc1cc(C(=O)c2cc(Br)ccc2O)cn(Cc2ccccc2)c1=O | 8 | -14 | -12 | 2 | -21 | -3 | -2 | -4 | -4 | -2
Cc1nnc(NC(=O)c2ccccc2Br)s1 | 3 | -1 | 5 | 3 | -1 | -1 | 1 | 6 | 3 | -5
COc1ccc(CCCNC(=O)C2CCC(=O)N(Cc3ccccc3F)C2)cc1 (stereo not given) | -5 | 1 | -5 | 3 | -5 | 1 | 0 | -1 | -3 | -7
Cc1ccc(CN2CC(N3CCN(c4ccccn4)CC3)CS2(=O)=O)cc1 (stereo not given) | -2 | 3 | 0 | -6 | . | -5 | 0 | 1 | 4 | 1
O=C(NCc1csc(-c2cccs2)n1)c1ccsc1 | -4 | -2 | 0 | 0 | -8 | -1 | -2 | 0 | 6 | -5
O=C(c1cnccn1)N(c1ccccc1)C1(C(=O)NC2CCCC2)CCCCC1 | -5 | 4 | -4 | 3 | -3 | -1 | 0 | -34 | 0 | -22
O=C(O)c1cccc(-c2csc(C(O)c3cccc(Cl)c3)n2)c1 (stereo not given) | 5 | 3 | -1 | 2 | . | 3 | 2 | 1 | -9 | 1
Cc1nn(-c2ccccc2)c(N2CCCC2)c1/C=N/NC(=O)c1cccc(S(=O)(=O)Nc2ccc(Cl)cc2)c1 | 22 | 0 | -10 | 1 | -13 | -2 | -1 | -7 | 8 | -5
O=C(CN1CCN(Cc2ccc(Cl)cc2)C1=O)NCCN1CCCC1 | 3 | 4 | 5 | -3 | 12 | -6 | 1 | 22 | 2 | 8
Cc1ccc(C)c(-c2nnc(NC(=O)COc3ccccc3)o2)c1 | 14 | 3 | 0 | 4 | 3 | 3 | 0 | -1 | -10 | -2
CCCCCCc1nc(C(N)=O)c2[nH]c(=O)n(-c3ccc(OC)cc3OC)c2n1 | -4 | -10 | -7 | 0 | -7 | 3 | 1 | -5 | -8 | -5
CCC(C)(C)NC(=O)C(c1ccc(OC)cc1)N(C(=O)CCC(=O)Nc1cc(C)on1)c1ccccc1F (stereo not given) | -1 | -3 | -2 | -4 | 3 | -2 | 1 | -26 | -2 | -26
O=C(CSc1ccc(-c2ccc(F)cc2)nn1)NCC1CCCO1 (stereo not given) | 0 | -5 | 0 | 0 | 2 | -3 | 0 | 2 | -2 | 0
CC(C)Sc1nc(N)nc(-c2cccs2)c1C#N | 12 | -22 | -9 | -4 | -35 | -2 | 1 | 1 | 1 | 4
CN1[C@@H]2CC[C@H]1CC(OC(=O)C(O)c1ccccc1)C2 (stereo not given in full) | 2 | -6 | 1 | -1 | 2 | 1 | -3 | 3 | 8 | 1
CCOc1ccc(/C(C)=N/NC(=O)Cn2nc([N+](=O)[O-])cc2C)cc1 | -1 | -4 | 4 | -3 | 2 | -1 | -1 | 3 | 6 | 1
O=S(=O)(c1ccccc1)N(Cc1ccccn1)Cc1ccccn1 | 1 | 5 | -5 | -1 | -2 | 1 | 1 | 4 | -3 | 1
CN(Cc1nc2c(s1)CCCC2)C(=O)CCc1nnc(-c2ccccc2)o1 | -4 | 1 | 1 | -1 | . | 2 | -4 | -1 | -1 | 1
O=P(NC1CCCCC1)(c1ccccc1)c1ccccc1 | -2 | -4 | -6 | 1 | 7 | -2 | 1 | -18 | 1 | -11
CCCCn1c(N)c(N(CCC(C)C)C(=O)COC(=O)c2sccc2C)c(=O)[nH]c1=O | -4 | -3 | 0 | 2 | 7 | -2 | 1 | -4 | 2 | -6
CC(C)C1CC2=C(C(=O)OC(C)(C)O2)C(c2ccc(F)cc2)O1 (stereo not given) | -1 | -8 | -9 | -2 | . | -4 | 2 | -2 | -1 | -4
COc1cc(-c2nc3n(n2)C(c2cccc(OC)c2OC)C2=C(CCCC2=O)N3)cc(OC)c1OC (stereo not given) | 1 | -1 | -8 | -4 | -4 | 3 | -1 | 1 | 8 | -2
O=C(Nc1cc(Cl)cc2c1-c1ccc(Cl)cc1C2O)C(Cl)Cl (stereo not given) | 5 | -19 | -11 | -2 | -14 | -2 | 0 | 6 | 2 | -1
C=Cn1cc[n+](CC(=O)c2ccc(-c3ccccc3)cc2)c1 | 12 | 16 | 14 | -3 | 5 | -1 | 0 | 4 | -3 | 5
COc1ccc(N2CCN(Cc3csc(C)c3-c3ccc(C)cc3)CC2)cc1 | -3 | 11 | 6 | 0 | -1 | 7 | 3 | -7 | -7 | -1
COC(C[C@@H](O)C[C@H](O)[C@H](C)OCc1ccccc1)OC | 3 | -8 | -1 | 1 | -1 | 3 | 5 | 1 | 4 | 6
COc1ccc(Cl)cc1NC(=O)CN(C)CC(=O)Nc1cccc(S(=O)(=O)N2CCCC2)c1 | 5 | -4 | -1 | 0 | -13 | -2 | 3 | -7 | -2 | 0
COc1ccc(CCN2CC(C(=O)NCCN3CCOC3=O)CCC2=O)cc1 (stereo not given) | -1 | -2 | -4 | 2 | 2 | -2 | 3 | 3 | 0 | 2
CCOc1ccc(C2CC(c3cccc(OC)c3)Nc3ncnn32)cc1 (stereo not given) | -1 | -2 | -5 | 1 | -5 | -1 | -2 | 2 | -1 | -3
Cc1ccc(NC(=O)/C(=C\c2ccco2)NC(=O)c2ccco2)cc1 | 18 | 17 | 4 | -6 | -1 | 19 | -1 | 0 | -1 | 0
CC(C)c1ccc(N2C(=O)CC(NNC(=O)c3cccnc3)C2=O)cc1 (stereo not given) | 10 | 7 | 2 | -1 | 7 | 2 | 0 | 6 | 5 | 3
CCc1ccccc1NC(=O)CN1CCN(C(=O)CNC(=O)c2ccc(-c3ccccc3)cc2)CC1 | 2 | 5 | 11 | -2 | -11 | 0 | 12 | -4 | -6 | -8
CC(=O)Nc1ccccc1N(C)S(=O)(=O)c1ccc(C)cc1 | -4 | 0 | 3 | 4 | 1 | -2 | -2 | 0 | 7 | 2
CCC(C)c1ccccc1NC(=O)COC(=O)c1ccc2c(c1)S(=O)(=O)c1ccccc1C2=O (stereo not given) | 12 | 4 | 3 | 0 | -5 | -1 | -2 | 5 | 1 | 2
Cc1nc(/N=C(\N)N(C)C)[nH]c(=O)c1C | -2 | 0 | -1 | 0 | 0 | 0 | 0 | -4 | 3 | 4
CN(Cc1cnn(C)c1)Cc1nc(COc2ccccc2)no1 | -3 | -1 | 5 | 2 | -4 | -1 | 0 | -1 | 8 | 4
O=C(Nc1cccc(Cl)c1N1CCCC1)c1ccc(Br)o1 | 0 | 3 | 5 | 4 | -11 | 2 | 3 | -18 | 2 | -1
COc1ccc(N2CCN(S(=O)(=O)c3ccc(C(=O)NC4CCCC4)cc3)CC2)cc1 | -1 | 2 | 8 | -5 | 10 | 2 | 2 | -1 | -5 | -4
CC(NC(=O)CN1C(=O)NC2(CCCC2)C1=O)c1ccc2ccccc2c1 (stereo not given) | 3 | 1 | 1 | -7 | -2 | 1 | -2 | 1 | 3 | 0
C[C@@H](NCCCn1cnc2c(OCc3ccccc3)ncnc21)c1cccc2ccccc12 | 1 | 5 | 1 | -2 | 8 | -2 | 1 | -10 | 3 | -16
CC[C@@H](C)[C@@H](C(=O)N1CCNCC1)n1cc(CCC(=O)O)nn1 | 0 | 3 | 2 | 2 | 6 | 0 | 0 | 1 | 2 | 1
NC(=O)Nn1c(CCC(=O)O)ccc1-c1ccc(F)cc1 | 4 | -9 | 4 | -1 | 6 | -1 | -1 | 2 | 4 | 8
Cc1cc(=O)oc2c(C)c(OCC(=O)N3CCN(c4ccccc4)CC3)ccc12 | -3 | -4 | 10 | 4 | -2 | -2 | -3 | -1 | 5 | -4

Whole records, quoted from the list. Screens in order: rCAG RNA binder | ABHD4 inh | SIAE primary | MBD2 DNA inh | HTRA1 inh | PRMT1 inh | UHRF1 MBD2 ctr | NPR1 activator | TCR-CD3 inh | GC-B act
Cc1ccc(NC(=O)/C(=C\c2ccco2)NC(=O)c2ccco2)cc1 in the list: 18 | 17 | 4 | -6 | -1 | 19 | -1 | 0 | -1 | 0
O=C(Nc1cccc(Cl)c1N1CCCC1)c1ccc(Br)o1 in the list: 0 | 3 | 5 | 4 | -11 | 2 | 3 | -18 | 2 | -1

Source: PubChem
